# Source: PubChem BioAssay (Broad Institute)
# Statin myotox sup – suppression of simvastatin myotoxicity | C2C12 myotubes + simvastatin, ATP luminescence, 48 h; scaled: DMSO 0, geranylgeraniol control 100 | rescue of ATP level, % at 7.49 µM | actives 0.78% (n = 330,000);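 active = mean ATP rescue above about 67%, or every replicate alone reaching that limit, limit read from the data, passing the limit was not always enough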;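 note: myotubes were challenged with 10 µM simvastatin during compound exposure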
# LGR2 antag – blocks bursicon-induced cAMP signaling via Drosophila LGR2 | inhibition, % at 9.99 µM | HEK293 LGR2, CRE-luciferase, bursicon-stimulated, 4 h | AID 720647 | actives 0.35% (n = 380,000);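 active = drop in luminescence signal, shown as inhibition above about 50% in the replicate tests, limit read from the data, passing the limit was not always enough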;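 note: agonist challenge used bursicon conditioned medium at about half maximal strength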
# PglD inh – PglD (C. jejuni) enzyme inhibition; purified PglD enzyme, DTNB colorimetric CoA detection; inhibition, % at 12.5 µM; actives 0.098% (n = 360,000); in the data active = inhibition above about 16%, passing the limit was not always enough; note: strong numbers were not always called active
# GSIS activator – primary screen for activators of insulin secretion dependent on glucose, INS-1E cells, GLuc reporter luminescence | INS-1E GLuc reporter insulin secretion, 2-3 h | activation, % at 16.6 µM | actives 0.61% (n = 370,000) | AID 743287;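 active = lowest replicate activation of at least 40%, so every replicate reaches that level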;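 note: 0% = median of neutral control wells and 100% = median of IBMX positive control wells; some compounds called inactive have numbers as strong as hits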
# Cneo AK release – Cryptococcus neoformans lysis via adenylate kinase release | AID 651654 | lysis activity, % at 15 µM | C. neoformans lysis, adenylate kinase release luminescence, 4 h; normalised: neutral wells 0, clomiphene wells 100 | actives 0.2% (n = 360,000);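 active = mean lysis activity across replicates of at least 80%, whatever share of replicates individually reach that level; inactive = mean lysis activity below 80%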
#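 Test system: log-phase Cryptococcus neoformans yeast cells; Quantity: yeast cell density of 5 × 10^6 cells/mL; Buffer or medium: YPD; Doses: single compound concentration per well; Timing: 4 h at 37 °C static, read 1 h later; Measured by: AK luminescence; Read-out basis: lysis from increased AK signal; Control set: Clomiphene as positive control.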
# ARNT-TACC3 inh – disrupts binding between human ARNT and TACC3 | AID 623870 | AlphaScreen His-ARNT PAS-B/GST-TACC3 binding, luminescence; TACC3 fragment carries E629A point mutation | inhibition, % at 9.99 µM | actives 0.66% (n = 390,000) | Q9Y6A5;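 active = mean inhibition of replicates at least 50% and at least half of replicates each reaching 50%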;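 note: 0% = complete ARNT plus TACC3 wells and 100% = ARNT alone without TACC3; many hits fall short of the cut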
# PAX8 inh HTS – lowers PAX8-driven luciferase in RMG-I cells; inhibition, % at 12.6 µM; actives 1.2% (n = 360,000); RMG-I TPO-luciferase reporter, SteadyGlo, 24 h;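 active = mean replicate inhibition at least 60% with every replicate also reaching 60%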;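 note: luciferase light reporting Pax8 driven TPO promoter activity; plate controls were median of neutral control wells for no effect and mitoxantrone controls for full effect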
# PGC1a acetyl inh – PGC1a acetylation modulation, inhibitor mode. actives 0.17% (n = 350,000). U2OS PGC1a acetylation, AlphaScreen anti-acetyl-lysine; with virally co-expressed GCN5 acetyltransferase. AID 651687. inhibition, % at 15.6 µM;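 active = every replicate shows inhibition of at least 40%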;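 note: 0% = neutral control wells and 100% = positive control wells; some results beyond the cut were filed as inactive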
# * marks the source's active call; other numbers are inactive results; · = no result given.
# The line under a structure holds: Statin myotox sup	LGR2 antag	PglD inh	GSIS activator	Cneo AK release	ARNT-TACC3 inh	PAX8 inh HTS	PGC1a acetyl inh
O=C(C[C@@H]1C[C@@H]2c3cc(NC(=O)Nc4ccccc4)ccc3O[C@@H]2[C@@H](CO)O1)NCc1ccccc1
 : 0	4	2	12	0	30	-2	-2
CC1(C)CC(=O)C(C=NCCN2CCNC2=O)=C(O)C1
 : 9	5	-5	0	0	-9	41	4
COc1cccc(S(=O)(=O)N(C)C[C@H]2Oc3cc(C4=CCCCC4)ccc3S(=O)(=O)N([C@@H](C)CO)C[C@@H]2C)c1
 : -38	12	5	-23	13	-14	52	-12
COc1cc2c(cc1NC(=O)CSc1ccc(C)cc1)oc1ccccc12
 : ·	11	·	8	·	0	·	-1
CCOc1ccccc1C(=O)N[C@H](C(=O)OCc1cc([N+](=O)[O-])cc2c1OCOC2)C(C)C
 : ·	-8	0	-18	4	·	7	·
CO[C@@H]1CN(C)C(=O)c2cc(NC(=O)c3cc(C)on3)ccc2OC[C@@H](C)N(C(C)=O)C[C@H]1C
 : 8	6	-2	8	5	0	·	-6
CC(=O)N/N=C(\C)CC(=O)Nc1cccc(C(F)(F)F)c1
 : ·	6	·	-37	·	29	4	-13
O=C(CC12CC3CC(CC(C3)C1)C2)NCc1ccccc1
 : 4	8	1	-6	0	2	0	8
COc1ccc(C(=O)CSc2nnc(-c3cc4ccccc4cc3O)n2Cc2ccco2)cc1
 : 19	·	2	·	1	1	24	-17
COc1ccc(COc2cc(-c3cccc(OC)c3)nc3ccc(NC(=O)c4ccc(OC)cc4)cc23)cc1
 : -62	-6	-6	-8	-4	·	78*	·
CCn1c(=O)n(CC)c2cc(NS(=O)(=O)c3ccccc3)ccc21
 : 1	-10	-2	11	3	3	-1	-3
C[C@@H]1CN([C@H](C)CO)C(=O)c2cccc(NC(=O)c3cnccn3)c2O[C@H]1CN(C)C(=O)Nc1ccc(F)cc1
 : 23	11	0	25	0	4	-7	6
Cc1ccc2c(c1)[C@H]1[C@H](CO2)[C@H](c2ccccc2)[C@]2(C)C(=O)N(CC3CCCO3)CC(=O)N12 (stereo partly drawn)
 : 1	0	-4	-8	2	-8	5	·
COc1ccc2c(c1)OC[C@H]1[C@H]2N2C(=O)c3cc(OC)c(OC)cc3NC(=O)[C@@]2(C)[C@H]1c1ccccc1
 : 11	-6	3	-14	-5	5	-24	·
CO[C@@H](CN(C)C(=O)Nc1ccc(C(F)(F)F)cc1)[C@H](C)CN(Cc1ccccc1Cl)[C@H](C)CO
 : -25	6	6	9	7	-2	·	-9
Cc1ccc(S(=O)(=O)/N=C(\N)Nc2nc(C)c3ccccc3n2)cc1
 : ·	-22	·	-15	·	-13	-20	·
CCN(CC(=O)NCc1ccc(Cl)cc1)C(=O)CCOc1ccc(C)cc1
 : 6	1	1	-24	-1	·	-21	6
CC(C)(c1ccc(O)cc1)c1ccc(O)c(C(=O)O)c1
 : ·	11	5	6	0	·	-5	·
COc1ccc(NC(=O)N(C)C[C@@H]2Oc3c(NS(=O)(=O)c4ccc(OC)cc4)cccc3C(=O)N([C@H](C)CO)C[C@H]2C)cc1
 : -14	10	0	0	-3	0	2	11
Cc1cccc(N2C(=O)C(O)=C(C(=O)c3cccs3)C2c2ccc(F)cc2)n1 (stereo not drawn)
 : 13	-39	-10	4	2	·	10	-1
C[C@@H]1CN([C@H](C)CO)C(=O)c2cccc(NC(=O)Nc3ccc(F)cc3)c2O[C@@H]1CN(C)S(=O)(=O)c1cn(C)cn1
 : -5	0	·	20	·	·	-10	-13
CCc1ccccc1NC(=S)N(CCN1CCOCC1)Cc1ccccc1F
 : ·	-5	·	-7	·	5	-9	-20
O=C(NCCc1ccccc1)C1CCC(CNS(=O)(=O)c2ccc(F)cc2)CC1 (stereo not drawn)
 : -1	-16	4	12	-3	-3	-13	4
CCn1nc(C)c(CNC(=O)CC2C(=O)NCCN2CC(C)(C)C)c1C (stereo not drawn)
 : ·	3	-5	4	1	-4	10	·
CO[C@H]1CN(C)C(=O)c2ccc(NC(=O)c3nc4ccccc4s3)cc2OC[C@H](C)N(Cc2ccncc2)C[C@@H]1C
 : 36	11	1	-32	-1	-1	32	0
Cc1nc(CN2C(=O)C3(CCC3)ON=C2c2cccc(Cl)c2)cs1
 : -4	-11	-3	-11	-1	·	-7	·
Cc1ccc(S(=O)(=O)Nc2ccc3c(c2)C(=O)N([C@H](C)CO)C[C@H](C)[C@H](CN(C)CC2CCCCC2)O3)cc1
 : -8	21	2	2	-3	11	13	·
Cc1nc2ccccc2n1Cc1n[nH]c(=S)n1-c1ccc(Cl)cc1
 : 0	29	2	7	-1	·	5	·
CCCCn1c(N)c(N(CCC(C)C)C(=O)c2sc3nc4n(c(=O)c3c2C)CCC4)c(=O)[nH]c1=O
 : 5	8	-3	32	-1	·	13	·
O=C(N/N=C/c1cc2c(cc1Cl)OCO2)c1cccc(Br)c1
 : ·	-41	-9	2	-3	-5	-33	·
Cc1ccc(CSc2nnc([C@@H]3CCCN3C(=O)OC(C)(C)C)o2)cc1
 : 9	-11	·	-25	·	-9	-4	-2
CCCC1(C(=O)OCC)NC(c2ccc(N(C)C)cc2)C2C(=O)N(c3ccc(F)cc3)C(=O)C21 (stereo not drawn)
 : 5	·	6	·	-2	6	-4	8
CCN=C1S/C(=C\c2ccc(O)c(OCC)c2)C(=O)N1CC
 : ·	-19	·	57*	·	6	-31	·
CCc1nc2c(OCc3ccc(C(F)(F)F)cc3)cccn2c1N(C)C(=O)c1ccncc1
 : -65	-11	-4	-20	-2	·	2	-24
COc1ccc(C#Cc2ccc([C@@H]3[C@@H](CO)N4CCCCN(Cc5ccncc5)C[C@H]34)cc2)cc1
 : -1	-70	-2	3	4	10	-61	14
Fc1ccc(CNc2ccccn2)cc1
 : -5	·	-3	·	0	-8	-26	24
O=C(CSc1ccc([N+](=O)[O-])cc1)NCC1CCCCC1
 : -9	15	1	-2	2	2	-7	-8
CC(C)OCCCNc1nc2c(c(=O)n(Cc3ccccc3F)c(=O)n2C)n1C
 : -12	·	-1	·	4	-44	·	-4
C[C@@H]1CN([C@@H](C)CO)C(=O)Cc2cc(NC(=O)Nc3cccc4ccccc34)ccc2O[C@H]1CN(C)Cc1ccc(-c2ccccc2)cc1
 : 62	8	·	-36	·	·	·	6
O=C1NCC(CN(c2ccccc2)c2ccccc2)O1 (stereo not drawn)
 : 3	·	-1	·	-1	1	·	0
CN1c2ccc(-c3ccc(F)cc3)cc2[C@@H]2[C@@H](CCN2C(=O)Cc2cccnc2)[C@@H]1CO
 : -28	-8	3	-10	6	-4	-30	5
CN1CCN(Cc2cccc(Oc3ccc(Cl)cc3)c2)CC1
 : ·	6	·	28	·	11	·	-4
Cc1noc(C)c1S(=O)(=O)N(C)C[C@H]1Oc2ccc(NC(=O)c3ccncc3)cc2CC(=O)N([C@H](C)CO)C[C@H]1C
 : ·	-6	·	1	·	·	-36	13
CC1(C)OC(=O)C(=CSc2ccc(C(C)(C)C)cc2)C(=O)O1
 : 17	-12	1	3	1	-21	8	-1
Cc1nn(Cc2ccc(Cl)cc2)c(C)c1NC(=O)c1ccc([N+](=O)[O-])cc1
 : ·	-4	3	-23	0	-3	28	·
CC(C)(C)c1ccc(-c2conc2N)cc1
 : ·	·	2	·	1	2	·	10
Cc1ccccc1S(=O)(=O)N(C)C[C@@H]1OCc2cn(nn2)CCCC(=O)N([C@H](C)CO)C[C@@H]1C
 : -5	8	3	5	5	-3	·	5
Cc1ccc(Nc2c(O)nc[nH]c2=O)cc1C
 : -2	-34	10	6	0	4	-33	0
Cc1ccccc1CN1CCN(C2CCC2)CC1CCO (stereo not drawn)
 : 14	5	6	15	0	2	-1	15
COc1ccc(N2CC(NS(=O)(=O)c3cccs3)CC2=O)cc1 (stereo not drawn)
 : -2	4	·	11	·	-2	2	1
C[C@H](CO)N1C[C@H](C)[C@H](CN(C)S(=O)(=O)c2cccs2)Oc2ccc(NC(=O)C3CC3)cc2C1=O
 : 19	-29	2	9	2	-13	-20	5
CC(C)NC(=O)N1C[C@@H]2[C@H](c3ccccc31)[C@H](CO)N2C(=O)Nc1ccccc1
 : -20	9	-1	5	0	7	-11	0
CCN(Cc1ccccc1)C(=O)CSc1nc(C)cc(=O)[nH]1
 : 2	10	-1	-10	4	-4	13	8
Cc1csc(NC(=O)CCCC(=O)c2ccccc2)n1
 : -10	-12	7	0	-1	-1	-1	-15
CCC(CC)C(=O)NCCN1CCN(C(=O)C(CC)CC)CC1
 : 4	·	-3	·	1	·	12	-4
Cc1ccc(-n2c(SCC(=O)Nc3ccc4c(c3)OCO4)nnc2-c2ccccn2)cc1
 : 35	·	-4	15	-1	-13	·	-13
CCCNC(=O)N[C@H]1C=C[C@@H](CC(=O)NCCc2ccccc2)O[C@H]1CO
 : 17	9	·	14	·	·	6	-6
O=S(=O)(c1ccc(F)c(F)c1)N1CCN(CCc2ccccc2)CC1
 : 9	1	7	-13	2	0	-28	-18
CCn1cc(CN2CCCC(C(=O)Nc3cccc(-c4cc5ccccc5[nH]4)c3)C2)cn1 (stereo not drawn)
 : -24	9	-3	-23	-4	10	15	-27
COc1ccc(OC)c(NC(=O)c2cc3ccccc3cc2OC)c1
 : -30	-35	3	13	-1	-2	11	·

# Further compounds follow:
# The line under a structure holds: Statin myotox sup	LGR2 antag	PglD inh	GSIS activator	Cneo AK release	ARNT-TACC3 inh	PAX8 inh HTS	PGC1a acetyl inh
CC(=O)N1CSCC1C(=O)NNS(=O)(=O)c1cccc(C(F)(F)F)c1 (stereo not drawn)
 : -11	3	·	-5	·	-6	-12	·
O=C(CCc1c[nH]c2ccccc12)NC(Cc1ccccc1)C(=O)O (stereo not drawn)
 : -4	9	-1	8	-1	-3	19	5
COc1ccc(C)cc1S(=O)(=O)N1CCC2(CC1)OCCN2S(=O)(=O)c1cccs1
 : 37	-11	7	10	2	2	-11	-9
O=C(Cn1nc(C(=O)O)c2ccccc2c1=O)Nc1cccc(S(=O)(=O)N2CCCC2)c1
 : 1	3	-1	-2	-3	0	-10	·
O=C1CNC[C@H]2[C@@H](c3ccc(C#Cc4cccnc4)cc3)[C@@H](CO)N12
 : ·	16	·	12	·	·	-61	15
CCS(=O)(=O)c1ccc2oc(SCC(=O)Nc3ccc(OC)cc3)nc2c1
 : ·	30	·	9	·	-2	-24	·
C[C@H]1CN([C@@H](C)CO)C(=O)c2cc(NS(=O)(=O)c3cn(C)cn3)ccc2O[C@@H]1CN(C)S(=O)(=O)c1ccccc1
 : ·	9	3	15	2	-17	·	-1
Cc1ccc(OCCOC(=O)Cn2nc(C)c([N+](=O)[O-])c2C)cc1
 : 9	-5	12	-7	5	-3	2	·
Cc1ccc(S(=O)(=O)NCc2ccc(C(=O)NCCCN3CCC(Cc4ccccc4)CC3)cc2)cc1
 : ·	14	·	-13	·	1	15	·
O=C(Nc1ccc2c(c1)C(=O)NC2=O)c1cccc(C(F)(F)F)c1
 : 0	-7	·	2	0	-22	13	5
O=C(Nc1ccc(N2CCOCC2)cc1N1CCOCC1)c1cccc([N+](=O)[O-])c1
 : 10	-17	1	-4	2	0	-6	-1

# Compounds as they come; any-hit rate near 2.9%.
